# Screens as filed in PubChem BioAssay.
# Keap1-Nrf2 PPI: Keap1-Nrf2 protein-protein interaction inhibitors, primary screen, biochemical, fluorescence polarization, single point; Kelch-like ECH-associated protein 1 (Homo sapiens), Q14145; Keap1 Kelch-Nrf2 peptide fluorescence polarization, 1536-well; inhibition, % at 9.4 µM; 340,000 tested, 0.15% active; AID 504523, 2011; in the data active = inhibition above about 12%;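 note: human Keap1 Kelch domain with fluorescein labeled Nrf2 9mer peptide probe; 0% = neutral control wells and 100% = peptide positive control; higher means more block of Keap1 binding to Nrf2 peptide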
# Target sequence (Q14145 whole entry, looked up, the tested form may be a part): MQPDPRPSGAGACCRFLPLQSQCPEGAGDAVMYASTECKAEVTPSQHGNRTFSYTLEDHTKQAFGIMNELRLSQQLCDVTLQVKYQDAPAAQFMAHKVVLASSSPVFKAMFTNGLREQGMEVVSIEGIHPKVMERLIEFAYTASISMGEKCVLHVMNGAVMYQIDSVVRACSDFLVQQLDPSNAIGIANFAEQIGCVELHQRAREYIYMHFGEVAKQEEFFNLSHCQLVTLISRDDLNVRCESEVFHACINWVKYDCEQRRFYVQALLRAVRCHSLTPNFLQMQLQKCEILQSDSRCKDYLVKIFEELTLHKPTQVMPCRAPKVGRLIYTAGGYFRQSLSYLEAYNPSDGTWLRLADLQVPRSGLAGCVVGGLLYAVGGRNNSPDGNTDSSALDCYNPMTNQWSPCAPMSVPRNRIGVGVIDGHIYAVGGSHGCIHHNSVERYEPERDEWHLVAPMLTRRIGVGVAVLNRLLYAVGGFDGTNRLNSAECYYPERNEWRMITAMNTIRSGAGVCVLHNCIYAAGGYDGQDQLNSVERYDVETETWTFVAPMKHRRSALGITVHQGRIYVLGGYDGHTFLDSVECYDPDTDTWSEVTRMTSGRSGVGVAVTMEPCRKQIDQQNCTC
# PfHsp90 yeast 2: growth inhibition of PfHsp90-expressing yeast, primary screen, antimalarial PfHsp90 inhibitor project, S. cerevisiae, BacTiter-Glo luminescence, single point, set 2 | BacTiter-Glo ATP, 48 h; yeast lacking PDR1 and PDR3 efflux regulators | inhibition, % at 9.4 µM | 310,000 tested, 0.32% active | AID 504621, 2011;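 active = every replicate shows inhibition above about 80%, whatever the replicate mean, limit read from the data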;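 note: 0% = DMSO neutral controls and 100% = 20 µM radicicol positive controls; yeast relying on Plasmodium falciparum Hsp90 in place of its own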
# RTF Ca sens act: cardiac RTF calcium sensitivity activators, primary screen, biochemical, IANBD-TnC fluorescence, EC20 calcium; AID 493008, 2010; Troponin I, cardiac muscle (Homo sapiens) + Troponin T, cardiac muscle (Homo sapiens) + …; activation, % at 7.2 µM; 340,000 tested, 0.24% active; IANBD-labeled TnC RTF fluorescence at EC20 calcium; 0% EC20 calcium, 100% full calcium;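 active = activation above the mean over all tested compounds plus 3 SD, cut at about 30% in these data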;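 note: rise in fluorescence read as greater calcium sensitivity of cardiac thin filaments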
# dFosB act: activators of delta FosB homodimer, primary screen, biochemical, fluorescence polarization, TAMRA-CDK5 oligo, single point. 340,000 tested, 0.99% active. activation, % at 25 µM. purified delta FosB; percent of positive-control signal above neutral wells. Protein FosB (Mus musculus), P13346;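 active = mean activation above about 17%, with every replicate also reaching it, limit read from the data, passing the limit was not always enough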;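 note: fluorescence polarization rise as delta FosB binds a TAMRA Cdk5 AP-1 oligo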
# NSD2 inh: NSD2 histone methyltransferase inhibitors, primary screen, biochemical, AlphaScreen, single concentration, set 2 | NSD2 peptide methylation, 120 min | 310,000 tested, 0.54% active | Histone-lysine N-methyltransferase NSD2 (Homo sapiens), O96028 | inhibition, % at 12.5 µM | AID 743445, 2014; in the data active = inhibition above about 50%
# Rtt109 Vps75: inhibitors of C. albicans Rtt109/Vps75 HAT, primary screen, biochemical, ThioGlo CoA-SH fluorescence, plate reader | inhibition, % at 34.9 µM | Histone acetyltransferase RTT109 (Candida albicans (strain SC5314 / ATCC MYA-2876)), … | purified Rtt109/Vps75, 4 h | 330,000 tested, 0.16% active;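 active = inhibition of at least 50% in every replicate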
# Target sequence (Q5AAJ8 whole entry, looked up): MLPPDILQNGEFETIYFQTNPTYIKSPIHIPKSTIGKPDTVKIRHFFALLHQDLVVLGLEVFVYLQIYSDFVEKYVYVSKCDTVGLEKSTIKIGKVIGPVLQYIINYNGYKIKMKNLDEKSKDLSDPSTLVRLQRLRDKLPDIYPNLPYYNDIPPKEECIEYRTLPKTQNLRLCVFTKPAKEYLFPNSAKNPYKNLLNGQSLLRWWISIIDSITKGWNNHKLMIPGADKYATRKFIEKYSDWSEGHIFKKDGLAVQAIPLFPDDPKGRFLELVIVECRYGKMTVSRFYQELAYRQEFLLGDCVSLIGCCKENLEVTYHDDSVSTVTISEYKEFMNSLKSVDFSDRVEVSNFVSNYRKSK
# Mot1-301 SUMO: yeast Mot1-301 growth rescue at high temperature, primary screen, SUMOylation pathway inhibitor project, S. cerevisiae, ATP luminescence, 38.5C; S. cerevisiae Mot1-301 growth rescue; percent above DMSO median, 100 means doubled; 320,000 tested, 1% active; growth rescue, % at 18.8 µM;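 active = every valid replicate shows activation above 250% relative to neutral control wells; inactive = the rest, any valid replicate at or below 250%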;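 note: OY570 slx delta 5 strain wells were the positive control but not used for scaling; some compounds called inactive have numbers as strong as hits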
# PvdQ inh: P. aeruginosa PvdQ acylase inhibitors, primary screen, biochemical, fluorescence, plate reader and imaging, single point; PvdQ acylase [Pseudomonas aeruginosa LESB58]; purified PvdQ acylase; inhibition, % at 10 µM; 340,000 tested, 0.063% active; in the data active = inhibition above about 30%, passing the limit was not always enough;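 note: 0% = vehicle neutral wells and 100% = reference inhibitor wells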
# CDK5 p35 inh: inhibitors of human CDK5/p35 kinase, primary screen, biochemical, single concentration; Recombinant CDK5/p35, ADP-Glo luminescence, 60 min; inhibition, % at 10 µM; 330,000 tested, 0.01% active; AID 488839, 2010;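 active = highest replicate inhibition of at least 50% and at least 75% of replicates reaching 50%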;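 note: plate controls were DMSO neutral control for no effect and GW8510 at 10 µM for full effect; many of its hits are not listed in these tables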
# C-LANA FP: inhibitors of KSHV C-LANA binding to DNA, primary screen, biochemical, fluorescence polarization, FAM-LBS DNA, MBP-C-LANA, single point | AID 504423, 2011 | inhibition, % at 9 µM | 340,000 tested, 0.078% active;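 active = highest replicate inhibition at or above 60% at 9 µM, even if other replicates fall short; inactive = all replicates below 60% inhibition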;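 note: 0% = neutral control wells and 100% = 4 µM acridine orange control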
# RTF Ca sens inh: cardiac RTF calcium sensitivity inhibitors, primary screen, biochemical, IANBD-TnC fluorescence, EC70 calcium; AID 493244, 2011; 340,000 tested, 0.12% active; inhibition, % at 7.15 µM; IANBD-labeled cardiac RTF, Ca2+ fluorescence; Troponin I, cardiac muscle (Homo sapiens) + Troponin T, cardiac muscle (Homo sapiens) + …;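 active = inhibition above the mean inhibition of all tested compounds plus 3 SD, cut at about 17% in these data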;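 note: assay run at fixed EC70 calcium of 1.6 mM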
# Active calls of the source: *; . = no result given. Rows were taken by chance; any-hit rate near 3.2%.
# Each structure is followed by: Keap1-Nrf2 PPI	PfHsp90 yeast 2	RTF Ca sens act	dFosB act	NSD2 inh	Rtt109 Vps75	Mot1-301 SUMO	PvdQ inh	CDK5 p35 inh	C-LANA FP	RTF Ca sens inh
CC(=O)c1c(-c2ccccc2)c2cc(Cl)ccc2[nH]c1=O
  -6	-16	6	-11	2	6	-8	-12	0.3	0.9	-6
CC(C)CC(COCc1ccc(Cl)cc1)N1CCN(C(=O)c2ccc(C(F)(F)F)cc2)CCC1=O (configuration not stated)
  -5	-27	1	-10	.	-3	-9	-5	-0.2	1.3	3
COCCN1Cc2cccc(C(=O)Nc3ccc(S(=O)(=O)N4CCCCCC4)cc3)c2C1=O
  -1	8	3	-3	-3	0	5	-17	0.0	-1.0	3
CC1=C(C(=O)Nc2ccc(F)c(F)c2)C(c2cccs2)NC(=S)N1 (configuration not stated)
  -4	11	4	-3	0	1	59	-11	0.5	1.6	-2
CCOc1ccccc1/C=N/OCC(=O)NCc1ccc(F)cc1
  -2	-8	1	-7	-1	-6	1	-1	-2.4	1.1	-10
C[C@@H](C(=O)NCc1c(F)cccc1Cl)N1C(=O)N2CCc3c([nH]c4ccccc34)[C@@]2(C)C1=O
  0	10	4	-6	.	15	-4	4	-0.7	0.9	1
COC(=O)c1ccc(C)c(NS(=O)(=O)c2ccc3c(c2)OCCO3)c1
  0	-9	-3	-9	.	22	-5	-1	0.1	-0.8	0
Cn1nnc2cc(C(=O)Nc3ccccc3F)ccc21
  -1	-2	-4	-2	4	-19	-2	-3	-0.3	-1.7	10
Cc1cc(NS(=O)(=O)c2ccc(NC(=O)c3cnc4sccn4c3=O)cc2)nc(C)n1
  -6	6	5	-4	.	-1	-15	-6	0.4	1.2	-10
CCCC(O)(CCC)C(=O)NN1CCCCC1
  -1	-12	-1	3	-1	-9	-4	-7	-1.8	-1.4	-4
CC/C(=N/NC(=O)CNc1ccc(Cl)cc1C)c1ccccc1
  -1	-5	0	-3	1	0	0	-10	-3.2	0.9	-10
Cc1ccc(-c2nnc(N3CCCCC3)c3ccccc23)cc1S(=O)(=O)NCC1CCCO1 (configuration not stated)
  -1	-9	6	-7	4	5	-8	-16	1.2	-0.3	-4
COC(=O)C(C)N(C(=O)c1cccc2ccccc12)c1c(C)cccc1C (configuration not stated)
  -1	-6	3	3	2	-12	-4	-9	0.7	-0.1	-6
O=[N+]([O-])c1ccc2nc(Cl)nc(-c3ccccc3)c2c1
  2	18	1	-1	3	-4	24	-15	0.5	2.6	-4
COc1ccccc1NC(=S)N(Cc1ccc(C)cc1)Cc1cccnc1
  0	14	7	-3	1	5	5	-9	-6.2	-0.6	-6
CN(C(=O)CSc1ncnc2sccc12)C1CCS(=O)(=O)C1 (configuration not stated)
  0	-2	2	1	-1	-12	4	-5	0.1	0.6	5
Cc1ccccc1N(CC(=O)Nc1ccccc1C(=O)O)S(C)(=O)=O
  -4	.	7	1	2	-16	-24	-10	-1.5	-0.6	-10
COc1ccccc1C(=O)Nc1cccc(N(C)S(C)(=O)=O)c1
  0	-13	4	-2	.	1	-3	-9	1.0	0.0	-5
Cc1occc1C(=O)Nc1cccc(Cn2cccn2)c1
  0	2	-1	-9	0	-4	-14	4	-1.1	6.7	-6
Cc1cccc(NS(=O)(=O)c2ccc(OCC(=O)N3CCCC3)cc2)c1
  -6	5	-2	-6	-1	-6	8	-15	2.5	-0.6	-6
O=c1[nH]c(=O)n(-c2ccccc2)c2c1C(C(F)(F)F)(C(F)(F)F)N=C(CCC1CCCCC1)N2
  1	-20	-8	-12	-2	1	25	-5	-1.2	0.5	2
O=C(CSc1nc(O)cc(=O)n1-c1ccccc1)N1CCCCC1
  -6	-25	0	4	-2	4	.	-14	0.6	1.5	-6
Cc1c(Cl)cnc(NC(=O)COC(=O)c2ccncc2)c1Cl
  -2	-5	-3	-17	-1	12	-12	-15	0.5	2.0	-4
CC(C)c1nc(SCc2c(F)cccc2Cl)c2c(=O)n(C)c(=O)n(C)c2n1
  0	0	-1	-2	.	15	-13	-11	-1.5	-0.3	-4
COc1ccc(CNC(=O)C(c2ccc(C)o2)N(C(=O)c2csnn2)c2ccc(C(C)C)cc2)cc1 (configuration not stated)
  -4	-25	-3	-21	1	-10	22	-10	1.9	1.0	9
COCCC(=O)N1CCc2c([nH]c3ccccc23)C1C(C)(C)C (configuration not stated)
  -1	8	-2	-8	2	-2	-4	-4	-0.5	-0.3	-6
COc1cccc(N2CCN(C(=O)c3ccc(CS(=O)c4ccc(Cl)cc4)o3)CC2)c1 (configuration not stated)
  -6	6	-1	-4	7	9	-17	-11	.	-0.4	2
Cc1cc2c(c(=O)n1C)C(Cc1ccccc1)C(C#N)=C(N)O2 (configuration not stated)
  -2	.	4	-6	-2	-75	-12	-13	0.4	1.5	-15
CCC1CCCCN1CCCNC(=O)Cn1c(=O)c2cccn2c2ccccc21 (configuration not stated)
  -1	14	2	2	2	-4	-9	-12	0.5	-0.2	-2
CCC(=O)N1CCN=C1SCc1cc(C)ccc1C
  1	36	1	-5	2	2	386	0	-0.9	0.8	3

# Reformatted with each value named: 3 of the compounds above.
COc1ccccc1NC(=S)N(Cc1ccc(C)cc1)Cc1cccnc1
  Keap1-Nrf2 PPI = 0	PfHsp90 yeast 2 = 14	RTF Ca sens act = 7	dFosB act = -3	NSD2 inh = 1	Rtt109 Vps75 = 5	Mot1-301 SUMO = 5	PvdQ inh = -9	CDK5 p35 inh = -6.2	C-LANA FP = -0.6	RTF Ca sens inh = -6
Cc1cc(NS(=O)(=O)c2ccc(NC(=O)c3cnc4sccn4c3=O)cc2)nc(C)n1
  Keap1-Nrf2 PPI = -6	PfHsp90 yeast 2 = 6	RTF Ca sens act = 5	dFosB act = -4	NSD2 inh = .	Rtt109 Vps75 = -1	Mot1-301 SUMO = -15	PvdQ inh = -6	CDK5 p35 inh = 0.4	C-LANA FP = 1.2	RTF Ca sens inh = -10
O=c1[nH]c(=O)n(-c2ccccc2)c2c1C(C(F)(F)F)(C(F)(F)F)N=C(CCC1CCCCC1)N2
  Keap1-Nrf2 PPI = 1	PfHsp90 yeast 2 = -20	RTF Ca sens act = -8	dFosB act = -12	NSD2 inh = -2	Rtt109 Vps75 = 1	Mot1-301 SUMO = 25	PvdQ inh = -5	CDK5 p35 inh = -1.2	C-LANA FP = 0.5	RTF Ca sens inh = 2

# Full records, quoted from the list:
# `CCC(=O)N1CCN=C1SCc1cc(C)ccc1C` is entered as Keap1-Nrf2 PPI: 1; PfHsp90 yeast 2: 36; RTF Ca sens act: 1; dFosB act: -5; NSD2 inh: 2; Rtt109 Vps75: 2; Mot1-301 SUMO: 386; PvdQ inh: 0; CDK5 p35 inh: -0.9; C-LANA FP: 0.8; RTF Ca sens inh: 3
# `CC/C(=N/NC(=O)CNc1ccc(Cl)cc1C)c1ccccc1` is entered as Keap1-Nrf2 PPI: -1; PfHsp90 yeast 2: -5; RTF Ca sens act: 0; dFosB act: -3; NSD2 inh: 1; Rtt109 Vps75: 0; Mot1-301 SUMO: 0; PvdQ inh: -10; CDK5 p35 inh: -3.2; C-LANA FP: 0.9; RTF Ca sens inh: -10
# `O=C(CSc1nc(O)cc(=O)n1-c1ccccc1)N1CCCCC1` is entered as Keap1-Nrf2 PPI: -6; PfHsp90 yeast 2: -25; RTF Ca sens act: 0; dFosB act: 4; NSD2 inh: -2; Rtt109 Vps75: 4; Mot1-301 SUMO: .; PvdQ inh: -14; CDK5 p35 inh: 0.6; C-LANA FP: 1.5; RTF Ca sens inh: -6

# Other entries follow:
# Each structure is followed by: Keap1-Nrf2 PPI	PfHsp90 yeast 2	RTF Ca sens act	dFosB act	NSD2 inh	Rtt109 Vps75	Mot1-301 SUMO	PvdQ inh	CDK5 p35 inh	C-LANA FP	RTF Ca sens inh
COc1ccc(OCCOC(=O)CNS(=O)(=O)c2ccc(SC)c([N+](=O)[O-])c2)cc1
  -1	20	-4	2	-5	6	28	-6	-0.3	0.2	-26
NS(=O)(=O)c1ccc(NS(=O)(=O)c2ccc(C3CNC(=O)C3)cc2)cc1 (configuration not stated)
  -4	1	-3	-12	-1	5	-9	9	-0.8	-0.1	0
COc1ccccc1NC(=O)CN1CCC(c2nc3ccccc3[nH]2)CC1
  3	-1	-2	2	-1	9	-4	-1	-0.7	-1.4	-4
c1ccc2c(c1)ccc1nnnn12
  -5	12	7	-4	8	6	-1	-8	-0.2	-0.8	0
Cc1cc(C(=O)N/N=C/c2ccc([N+](=O)[O-])cc2)c2ccccc2n1
  -4	-26	2	4	-5	-16	-5	-13	-4.6	1.7	-1
COc1ccc(OCc2nnc(SCC(=O)Nc3ccccc3F)o2)cc1
  1	19	-7	4	2	-3	5	-13	0.7	0.9	-3
Cc1cccc(NC(=O)c2ccc(S(=O)(=O)N3CCOCC3)cc2)c1C
  0	-7	8	2	-1	2	18	-10	-1.8	-0.3	6
O=C(NNC(=S)NC(=O)c1ccccc1Cl)c1cccc([N+](=O)[O-])c1
  -2	19	-1	-3	3	3	-10	10	0.5	-0.2	2
Cc1ccc(Sc2cnc3ccccc3n2)cc1
  -1	-60	0	5	-6	1	23	-8	-0.2	-0.7	3
Cc1cc(C)c2c(N=CN(C)C)c(C(=O)N3CCN(c4ncccn4)CC3)sc2n1
  3	4	-5	-4	6	-5	11	3	-0.6	-0.2	-3
O=C1N(c2cccc(Cl)c2)C(c2ccccc2)N2CCCN12 (configuration not stated)
  1	-22	16	-8	1	3	-8	-17	-1.1	-1.1	-1
O=S(=O)(N1CCOCC1)N1CCCN(S(=O)(=O)N2CCOCC2)CC1
  2	10	0	3	-2	-7	-26	-8	-0.9	1.8	-4
COC(=O)c1ccc(N2CCC(c3cc(-c4ccc(OC)cc4)n[nH]3)CC2)c([N+](=O)[O-])c1
  3	-89	3	-9	0	6	25	6	-1.3	1.2	-5
CC(=O)c1ccccc1NC(=O)COC(=O)C1=NN(c2ccccc2)C(=O)CC1
  0	-4	-3	-9	-2	5	.	-8	-0.3	0.5	-20
CSCCC(NC(=O)C1CCC(C)CC1)C(=O)NCCN1CCC(C)CC1 (configuration not stated)
  -5	-3	-1	-8	-3	-20	-14	-10	1.5	0.3	-12
